# High-throughput results from PubChem.
# PMI act satM6P – PMI (human) activation, high substrate; P34949; coupled PMI enzyme assay, resazurin fluorescence, 20 min; stronger effect = higher value; 1 = untreated enzyme, 0 = substrate-free blank; activation factor at 20 µM; actives 0.34% (n = 190,000); AID 1216;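 active means activation factor of 2 or more at 20 µM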
# Target sequence (P34949 whole entry, looked up): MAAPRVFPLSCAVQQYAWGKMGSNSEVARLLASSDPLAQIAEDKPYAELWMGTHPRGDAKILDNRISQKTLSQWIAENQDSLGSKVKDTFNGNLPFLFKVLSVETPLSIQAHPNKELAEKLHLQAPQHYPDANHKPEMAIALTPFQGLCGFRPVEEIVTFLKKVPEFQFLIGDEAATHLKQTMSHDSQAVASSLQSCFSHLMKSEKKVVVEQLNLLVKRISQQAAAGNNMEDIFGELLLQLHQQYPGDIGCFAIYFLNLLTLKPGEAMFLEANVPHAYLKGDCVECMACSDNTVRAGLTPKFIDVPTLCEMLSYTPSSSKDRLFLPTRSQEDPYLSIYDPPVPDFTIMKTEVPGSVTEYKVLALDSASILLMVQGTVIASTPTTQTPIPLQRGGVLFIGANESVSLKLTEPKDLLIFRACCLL
#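 Test system: human phosphomannose isomerase with PGI, G6PDH, diaphorase coupling enzymes; amount: 15 ng/mL PMI; incubation: enzyme reaction with compound 20 min at room temperature; technique: resorufin fluorescence (Ex 544/Em 590 nm) from resazurin via diaphorase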
# TNAP act hi DEA – activators of human TNAP at high phosphate acceptor concentration | 200,000 tested, under 10 active | activation factor at 20 µM | P05186 | AID 1136 | purified TNAP, CDP-star luminescence, 1 M DEA, 30 min; stronger effect = higher value; 0 = EDTA background, 1 = DMSO-only activity;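 active means activation factor at least 2 at 20 µM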
# Target sequence (P05186 whole entry, looked up): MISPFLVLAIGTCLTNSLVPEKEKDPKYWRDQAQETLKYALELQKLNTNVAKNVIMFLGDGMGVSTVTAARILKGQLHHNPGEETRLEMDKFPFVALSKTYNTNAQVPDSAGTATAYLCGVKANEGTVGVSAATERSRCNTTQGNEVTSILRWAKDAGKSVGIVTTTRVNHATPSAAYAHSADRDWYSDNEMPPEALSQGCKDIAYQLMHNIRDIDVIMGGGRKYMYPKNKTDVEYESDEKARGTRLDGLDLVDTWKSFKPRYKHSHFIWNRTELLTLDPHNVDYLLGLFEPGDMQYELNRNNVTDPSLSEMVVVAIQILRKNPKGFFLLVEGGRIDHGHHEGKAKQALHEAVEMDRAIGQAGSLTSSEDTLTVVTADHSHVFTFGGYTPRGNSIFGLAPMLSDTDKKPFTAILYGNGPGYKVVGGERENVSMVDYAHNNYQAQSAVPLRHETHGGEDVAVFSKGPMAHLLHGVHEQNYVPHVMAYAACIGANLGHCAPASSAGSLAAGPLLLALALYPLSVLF
#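 Measured by: Luminescent substrate turnover signal | Test system: Human TNAP | Input: TNAP 1/800 final | Dosing: 20 µM single point | Schedule: 30 min, room temperature | Controls: EDTA wells as negative control, DMSO wells as positive control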
# bIAP inhibitor – intestinal alkaline phosphatase (bovine) inhibition; purified bovine IAP, CDP-star luminescence, 30 min; inhibition, % at 20 µM; 190,000 tested, under 10 active;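 active means over 50% inhibition of intestinal alkaline phosphatase at 20 µM in the single-dose screen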
#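 System: purified bovine intestinal alkaline phosphatase (IAP) enzyme; Input: IAP diluted 1/65,000,000 in the well; Measured by: CDP-star luminescence signal; Compound dosing: 20 µM single dose; Incubation: 30 min reaction at room temperature.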
# bIAP act – intestinal alkaline phosphatase (bovine) activation | purified bovine IAP, CDP-star luminescence, 30 min; stronger effect = higher value; fold of DMSO-control signal, blank-subtracted | activation factor at 20 µM | actives 0.17% (n = 200,000);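 active means activation factor of 2 or more at 20 µM, a signal rise over negative controls twice the positive control's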
# Diaph inh CS – diaphorase inhibition or chemical oxidation counter-screen | diaphorase resazurin-to-resorufin fluorescence, NADH, 16 min; bacterial (C. kluyveri) enzyme, not human | inhibition, % at 20 µM | actives 0.69% (n = 190,000) | AID 1217;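 active means primary screen inhibition at 20 µM above a set limit, cut at about 50% in these data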;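 further: plate controls were DMSO with full reaction for no effect and wells lacking NADH for full effect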
#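 System: Diaphorase enzyme from Clostridium kluyveri | Amount: Enzyme working solution with 0.14 U/mL diaphorase | Benchmarks: No-NADH positive control and DMSO neutral control | Signal: Fluorescence of resorufin formed from resazurin, Ex 544/Em 590 nm | Schedule: 16-min room-temperature incubation before reading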
# TNAP inh hi DEA – blocks human TNAP under high phosphate acceptor concentration | purified TNAP, CDP-star luminescence, 1 M DEA | inhibition, % at 20 µM | AID 1135 | P05186 | actives 0.03% (n = 200,000);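 active means over 50% inhibition of tissue-nonspecific alkaline phosphatase at 20 µM in the single-dose screen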;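 further: plate controls were DMSO wells for no effect and EDTA-quenched wells as full inhibition for full effect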
# Diaphorase act – diaphorase activation or chemical reduction counter-screen; Diaphorase/resazurin coupled assay, resorufin fluorescence, 16 min; stronger effect = higher value; 1 = vehicle wells, 0 = NADH-free wells; activation factor at 20 µM; actives 0.005% (n = 190,000); AID 1229;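 active means diaphorase activity raised at least twofold by the compound at 20 µM; inactive means activation factor below 2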
#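 Test system: Clostridium kluyveri diaphorase, purified enzyme; input: enzyme 0.07 U/mL final; buffer or medium: 50 mM HEPES pH 7.4 with 4.542 mM MgCl2, 0.005% Tween 20; also added: 0.114 mM NADH and 0.1 mM resazurin, final amounts; schedule: 16 min enzyme reaction, ambient temperature; technique: fluorescence of resorufin, 544 nm excitation, 590 nm emission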
# TNAP inh no acc – inhibitors of human TNAP without phosphate acceptor; purified TNAP, CDP-star luminescence, 30 min; inhibition, % at 20 µM; actives 0.26% (n = 200,000);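 active means tissue-nonspecific alkaline phosphatase inhibition above about 50% at 20 µM in the single-dose screen, limit read from the data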;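 further: 0% = DMSO negative control and 100% = EDTA positive control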
# Lmaj promast – inhibitors of Leishmania major promastigote growth; Leishmania major promastigotes, resazurin fluorescence viability; inhibition, % at 10 µM; actives 9% (n = 200,000); AID 1063; in the data active means inhibition above about 50%;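 further: promastigotes grown with compound for 44 hours at 28 °C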
# PMI act – increases human mannose-6-phosphate isomerase activity. P34949. purified human PMI, coupled resazurin fluorescence, 20 min; stronger effect = higher value; 1 = vehicle control, 0 substrate-free wells. activation factor at 20 µM. actives 0.005% (n = 190,000). AID 1214;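 active means activation factor of 2 or more at 20 µM, relative to plate controls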
# * = called active by the depositor; . = no result given.
SMILES,PMI act satM6P,TNAP act hi DEA,bIAP inhibitor,bIAP act,Diaph inh CS,TNAP inh hi DEA,Diaphorase act,TNAP inh no acc,Lmaj promast,PMI act
Cc1ccc(CNC(=O)c2nn(C)c(C)c2[N+](=O)[O-])cc1,1,1,2.2,1,8.0,-4.2,0.9,-9.9,0.1,1
COc1ccc2cc(C3CC(c4cccs4)=NN3S(C)(=O)=O)c(Cl)nc2c1 (configuration not stated),0.9,1,6.5,0.9,19.4,0.5,0.8,-5.5,23.5,0.9
COc1cc(CN2CCC(C(=O)N3CCN(c4ccccc4F)CC3)CC2)ccc1O,0.9,1,-12.8,1.1,22.7,-1.9,0.8,-7.1,62.8*,0.8
Cc1ccc(Cn2cnc3sc4c(c3c2=O)CCC4)c(C)c1,0.9,1,12.4,0.9,10.6,-4.0,0.9,-6.7,-4.2,0.9
O=C(Nc1nnc(C2CC2)s1)C1Cc2ccccc2CN1S(=O)(=O)c1cccs1 (configuration not stated),0.9,1.1,-7.0,1.1,15.5,-5.6,0.8,-13.6,16.6,1
CCOc1cccc2c1OC1(C)CC2NC(=O)N1c1ccc(OC)cc1 (configuration not stated),1,1,-1.8,1,5.5,0.6,0.9,1.9,1.2,1
Cc1cccc(NC(=O)Nc2cccc(C#N)c2)n1,1,1,9.2,0.9,4.7,-0.4,1,-9.2,-2.4,1
Cc1[nH][nH]c(=O)c1C=NCc1cccs1,0.9,1,-10.7,1.1,10.4,0.0,0.9,-24.3,-9.0,1
Cc1cccc(-n2c(-c3ccco3)n[nH]c2=S)c1,1,1.1,4.4,1,19.3,-5.4,0.8,-4.0,-4.2,1.1
Cc1ccc(NC(=O)c2oc3ccccc3c2C)c([N+](=O)[O-])c1,1.2,0.9,21.2,0.8,-4.3,5.2,1,2.3,-2.4,1.2

# An excerpt from above in order of their number in bIAP act, smallest number first.
Structure	bIAP act
Cc1cccc(NC(=O)Nc2cccc(C#N)c2)n1	0.9
CCOc1cccc2c1OC1(C)CC2NC(=O)N1c1ccc(OC)cc1 (configuration not stated)	1
O=C(Nc1nnc(C2CC2)s1)C1Cc2ccccc2CN1S(=O)(=O)c1cccs1 (configuration not stated)	1.1

# (listing goes on)
SMILES,PMI act satM6P,TNAP act hi DEA,bIAP inhibitor,bIAP act,Diaph inh CS,TNAP inh hi DEA,Diaphorase act,TNAP inh no acc,Lmaj promast,PMI act
COc1ccccc1OCc1nnc(SCC(=O)NCc2ccco2)n1Cc1ccco1,0.9,1.1,-0.9,1,30.5,-8.5,0.7,-19.4,-6.8,1
Clc1ccc2nc(SCc3nnc(-c4ccccc4)o3)[nH]c2c1,1,1.1,3.6,1,29.3,-5.6,0.7,-9.2,9.6,0.9
Cn1c(-c2ccc(-c3ccccc3)cc2)c[nH]c1=S,1.1,1,16.5,0.8,33.3,1.5,0.7,33.0,57.2*,1
Cc1cc(C)cc(NC(=O)COC(=O)CCCNC(=O)c2ccc(Cl)cc2)c1,1,1,11.0,0.9,13.2,0.6,0.9,-3.9,2.3,0.9
CC(=O)c1cc(CN2CCC(N3CCC(C(=O)NC(C)C)CC3)CC2)cs1,1,1.1,7.3,0.9,9.4,-5.6,0.9,-10.8,-4.1,1
CCC(=O)Oc1ccc(/C(CC)=C(\CC)c2ccc(OC(=O)CC)cc2)cc1,1,1,-12.3,1.1,16.0,-4.4,0.8,-10.0,-2.6,1
O=C(COc1ccc(Cl)cc1)NCc1nnc(SCC(=O)N2CCCc3ccccc32)o1,1,1.1,12.0,0.9,28.1,-7.2,0.7,-14.6,-3.7,0.9
COC(=O)CSc1nnc(SCc2ccc(Cl)cc2)s1,1.1,1.1,-1.8,1,2.2,-5.1,1,-29.2,-5.9,1.1
O=C(CN1CCOCC1)Nc1ccc(Br)cn1,1,1.1,13.9,0.9,11.2,-5.9,0.9,-14.1,-10.8,1
COc1cccc(/C=C/C(=O)OCC(=O)Nc2cccc(S(=O)(=O)N3CCCCC3)c2)c1OC,1,1.1,5.7,0.9,13.3,-5.8,0.9,-4.7,-1.8,1
CCc1nnc(NC(=O)CCC(=O)NCc2ccccc2OC)s1,1,1,2.0,1,7.5,-3.7,0.9,-5.3,-6.7,0.9
Fc1ccc(NC(=S)Nc2cccc3cnccc23)cc1,1.1,0.9,-10.6,1.1,44.2,6.8,0.6,4.4,7.5,0.9
O=C(NC1CCCCCCC1)C1CCN(S(=O)(=O)N2CCC3(CC2)OCCO3)CC1,1.1,1,-9.5,1.1,5.6,-0.8,0.9,0.5,-3.2,1.1
COc1ccc(-n2c(-c3ccc(C)cc3)n[nH]c2=S)cc1,1,1,-7.2,1.1,3.5,0.6,1,-21.6,-7.5,1.1
Cn1c(=O)c2c(nc(SC3C(=O)CC(C)(C)CC3=O)n2C)n(C)c1=O,1.2,1.1,5.8,0.9,0.9,-5.2,1,-16.1,.,1.2
Cc1ccc(S(=O)(=O)N2CCC(=O)N(C(COCc3cccc(C)c3)C(C)C)CC2)cc1 (configuration not stated),0.9,1.1,6.1,0.9,29.8,-6.4,0.7,-4.4,-3.1,0.9
Clc1cc(Cl)cc(Nc2ncn[nH]2)c1,1,0.9,6.3,0.9,5.9,5.7,0.9,14.3,-2.3,1
COc1ccc(C(=O)Nc2cc(C(F)(F)F)ccc2-n2cncn2)cc1,1,1,11.6,0.9,7.3,-1.9,0.9,-11.0,0.1,1
Cc1cc(C)c(C#N)c(SCc2ccccc2C)n1,0.9,1,2.4,1,19.3,1.1,0.8,-2.3,2.3,0.8
COc1ccc(/C=N/NC(=O)c2ccoc2C)cc1COc1ccc(Cl)cc1,0.9,1,7.4,0.9,14.6,-3.6,0.9,-7.3,19.8,0.9
Cc1cc(C(C)C)n2c(nc3ccccc32)c1C#N,1,1,-3.6,1,13.3,-4.1,0.9,-19.7,9.8,1
COC(=O)c1ccccc1NC(=S)NC(=O)COc1ccc(C(C)C)cc1,0.9,1,12.3,0.9,17.8,-0.6,0.8,3.5,1.8,0.8
CSc1ccccc1C(=O)NCCOc1ccccc1C,0.9,1,6.1,0.9,6.0,-1.5,0.9,-11.2,0.3,1
O=C(NN1CCN(Cc2ccccc2)CC1)c1ccc(Cl)cc1,1,1,-11.6,1.1,0.1,-2.9,1,-5.2,-3.6,1.1
CCCCCn1c(SCCN2CCOCC2)nc2c1c(=O)[nH]c(=O)n2C,1,1.1,3.1,1,17.1,-6.4,0.8,-10.9,6.5,0.9
CC(=O)Nc1n[nH]c(S(=O)(=O)Cc2ccc(Cl)cc2Cl)n1,0.9,1,4.6,1,12.9,-3.4,0.9,-1.6,-3.2,0.9
CCNC(=O)COC(=O)c1cc(-c2ccc(OC)cc2)nc2ccccc12,1.1,1.1,2.2,1,8.3,-7.1,0.9,-12.0,2.3,1
O=C(NC1CCCCC1)N(Cc1cc2cc3c(cc2[nH]c1=O)OCCO3)C1CCCCC1,1,0.9,4.0,1,14.0,12.6,0.9,-2.0,68.8*,1
O=C(NCc1ccco1)C1CCN(C(=O)c2cc3sccc3n2Cc2ccc(Cl)cc2)CC1,0.8,1,-13.0,1.1,26.5,-4.1,0.7,-17.6,64.9*,0.8
COc1ccc(S(=O)(=O)N(C)C)cc1NCC(=O)Nc1cccc(C#N)c1,0.9,1,-7.6,1.1,5.9,-0.6,0.9,-6.9,1.2,1
CN(C)S(=O)(=O)c1cccc(NC(=S)N2CCCCC2CO)c1 (configuration not stated),0.9,1,7.5,0.9,0.9,-3.0,1,-3.8,-3.1,1
CCC(C)[C@H](NC(=O)N1CCN(c2cccc(C(F)(F)F)c2)CC1)C(=O)OC (some centres not stated),0.9,0.9,3.2,1,12.5,7.1,0.9,-14.9,3.2,1
CCCCn1c(SCC(=O)N2CCCCC2)nc2cc(S(N)(=O)=O)ccc21,1,1,1.7,1,9.0,-4.5,0.9,-15.3,-1.6,1
COc1ccccc1N1CCN(C(c2cccs2)C(C)NC(=O)c2cccnc2)CC1 (configuration not stated),0.9,1,-8.2,1.1,4.7,-4.7,1,-10.3,-1.8,1
CCCN(CCC)C(=O)CSc1nc2ccsc2c(=O)n1NC(=O)c1ccccc1,1.1,1.1,-2.0,1,5.9,-6.4,0.9,-13.9,-8.5,1
Cc1ccc(S(=O)(=O)N2CCOCC2)cc1C(=O)NCc1cn2ccsc2n1,1.1,1,-2.1,1,-4.2,-4.1,1,-11.6,-6.5,1.1
CC(=O)NCCc1nc2ccccc2n1Cc1ccccc1,1,1,-3.2,1,5.9,-1.5,0.9,-18.3,-2.7,0.9
C=CCNC(=S)NNC(=O)c1ccc(=O)n(Cc2ccc(Cl)cc2Cl)c1,1.2,1,-15.3,1.2,-8.2,0.3,1.1,-125.9,-2.3,1.3
C/C(=N/Oc1nc(C)cc(C)n1)c1ccc(Cl)cc1Cl,0.9,1,1.8,1,10.3,0.7,0.9,-4.2,-4.8,0.9
O=C1/C(=C/c2ccccc2)CSc2sccc21,1,1,34.9,0.7,5.8,-0.6,0.9,-2.3,0.2,1
O=C(Nc1ccccc1)N1CCN(c2ccc(F)cc2)CC1,0.9,1,-1.8,1,12.9,2.6,0.9,-5.8,-0.8,0.9
CC(C)OC(=O)CN1C(=O)S/C(=C/c2ccc(N3CCCCC3)o2)C1=O,0.8,0.8,17.8,0.8,34.3,22.6,0.7,-5.4,-6.4,0.8
CCN(CC)C(=O)CSc1nc(-c2ccc(C)cc2)nc2c1COC(C)(C)C2,1,1.1,1.5,1,16.9,-5.1,0.8,-4.2,15.9,0.9
COc1ccccc1OC(=O)CCc1nc2ccccc2s1,0.8,1,-9.3,1.1,21.4,-3.2,0.8,-6.2,-5.5,0.9
COC(=O)C(C)(C(=O)OC)c1ccc([N+](=O)[O-])cn1,1.1,1,3.3,1,-1.5,-2.9,1,-11.3,-3.5,1.1
CCc1nnc(NC(=O)CCN2C(=O)c3ccccc3C2=O)s1,1,1,5.6,0.9,4.2,-4.3,1,-4.3,-5.1,1
Cc1nc(CSc2ccc(Cl)cc2)cc(N2CCOCC2)n1,0.7,1,3.3,1,19.3,2.8,0.8,2.1,-2.1,1.1
CS(=O)(=O)n1nc(-c2ccco2)nc1N,1,1,-21.1,1.2,-17.4,-3.0,1.2,-3.9,-6.3,1
